# Screening results deposited in PubChem by several laboratories.
# OPRM1-OPRD1 inv: inverse agonists of MOR-DOR heterodimerization, primary screen, cell-based, luminescence; hit rate 0.21% among 340,000; inhibition, % at 9.3 µM; cell-based MOR-DOR heterodimer luminescence, inverse agonism; in the data active = inhibition above about 22%, passing the limit was not always enough;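 note: 0% = cells with DMSO and 100% = wells without cells with DMSO; values of inactives mirror those of a sister screen read the other way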
# E coli growth: E. coli V3065 growth inhibition, primary screen, counter-screen for AddAB inhibitor project, absorbance, OD600; 18 h; inhibition, % at 11.9 µM; hit rate 0.27% among 330,000; AID 449728, 2010;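 active = inhibition above the campaign's mean inhibition across all tested compounds plus 3 SD, cut at about 9.9% in these data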;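 note: uninfected addAB+ strain grown without phage in ampicillin broth; 0% = DMSO wells and 100% = ciprofloxacin 0.95 µg/ml wells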
# MOR-DOR ag: agonists of OPRM1-OPRD1 heterodimerization, primary screen, cell-based, luminescence | cells | activation, % at 9.3 µM | hit rate 0.3% among 340,000 | AID 504326, 2011; in the data active = activation above about 18%;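 note: 0% = vehicle-treated cells and 100% = reference agonist; values of inactives mirror those of a sister screen read the other way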
# Arr AP2 block: inhibitors of beta-arrestin/AP2 binding, primary screen, biochemical, GPCR trafficking, flow cytometry. beta-arrestin 1 C-terminal peptide binding to AP2 beta2-adaptin appendage (human). FITC-arrestin peptide / GST-AP2 beads; AP2 beta2 appendage carries R879A mutation. inhibition, % at 10 µM. hit rate 0.31% among 340,000;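 active = inhibition above a set limit, near 3 SD of compounds lacking own fluorescence, cut at about 54% in these data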;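 note: plate controls were DMSO wells for no effect and 5 µM unlabelled arrestin peptide for full effect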
#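 System: GST-AP2 R879A bound to glutathione beads, E. coli-expressed. Also added: 50 nM FITC-arrestin peptide. Schedule: compound with beads 12 min RT, then probe 1 h RT. Signal: bead flow cytometry, FITC channel. Read-out basis: percent response.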
# Mot1-301 SUMO: yeast Mot1-301 growth rescue at high temperature, primary screen, SUMOylation pathway inhibitor project, S. cerevisiae, ATP luminescence, 38.5C; S. cerevisiae Mot1-301 growth rescue; percent above DMSO median, 100 means doubled; growth rescue, % at 18.8 µM; hit rate 1% among 320,000;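 active = every valid replicate shows activation above 250% relative to neutral control wells; inactive = the rest, any valid replicate at or below 250%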;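 note: OY570 slx delta 5 strain wells were the positive control but not used for scaling; some compounds called inactive have numbers as strong as hits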
# AddAB inh: growth inhibition of E. coli expressing H. pylori AddAB, primary screen, AddAB inhibitor project, absorbance | AID 435030, 2010 | hit rate 0.29% among 330,000 | inhibition, % at 11.9 µM; in the data active = inhibition above about 12%;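 note: 0% = vehicle wells of infected cells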
# Pemphigus Ab inh: inhibitors of pemphigus antibody binding to DSG3, primary screen, biochemical, bead-based, flow cytometry, scFv-GFP; DSG3-coupled beads, scFv-anti-DSG3-GFP binding; stronger effect = lower value; AID 588358, 2011; binding (percent of control), % at 10 µM; hit rate 0.48% among 310,000;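 active = binding more than 3 SD below its plate's average and above zero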; note: some compounds called inactive have numbers as strong as hits
# Target sequence (P32926 whole entry, looked up): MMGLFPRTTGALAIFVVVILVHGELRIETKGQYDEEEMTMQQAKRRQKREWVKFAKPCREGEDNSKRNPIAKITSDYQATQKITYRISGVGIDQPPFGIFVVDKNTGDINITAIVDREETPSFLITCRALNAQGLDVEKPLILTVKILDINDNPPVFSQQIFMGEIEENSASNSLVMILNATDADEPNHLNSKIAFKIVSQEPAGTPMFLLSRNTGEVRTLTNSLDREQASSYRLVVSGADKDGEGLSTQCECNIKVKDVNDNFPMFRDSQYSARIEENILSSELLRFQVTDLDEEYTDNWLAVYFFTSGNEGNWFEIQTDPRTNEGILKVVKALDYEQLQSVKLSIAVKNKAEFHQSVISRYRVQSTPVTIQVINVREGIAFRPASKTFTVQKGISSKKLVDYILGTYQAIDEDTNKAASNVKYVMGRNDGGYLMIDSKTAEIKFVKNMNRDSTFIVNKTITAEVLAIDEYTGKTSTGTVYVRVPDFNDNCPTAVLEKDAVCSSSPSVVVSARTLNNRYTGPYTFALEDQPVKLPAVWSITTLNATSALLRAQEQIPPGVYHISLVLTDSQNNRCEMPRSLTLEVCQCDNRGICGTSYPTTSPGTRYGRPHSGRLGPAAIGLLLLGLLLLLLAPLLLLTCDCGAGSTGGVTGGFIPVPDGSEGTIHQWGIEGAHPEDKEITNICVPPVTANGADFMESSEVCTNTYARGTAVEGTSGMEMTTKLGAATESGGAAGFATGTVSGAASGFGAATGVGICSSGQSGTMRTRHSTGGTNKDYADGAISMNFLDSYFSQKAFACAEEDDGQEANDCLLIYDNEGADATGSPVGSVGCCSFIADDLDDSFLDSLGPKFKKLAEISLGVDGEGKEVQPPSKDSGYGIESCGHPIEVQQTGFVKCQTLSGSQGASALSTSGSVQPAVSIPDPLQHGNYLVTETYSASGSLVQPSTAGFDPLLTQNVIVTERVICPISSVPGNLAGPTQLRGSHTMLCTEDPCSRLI
# PfHsp90 set2: growth inhibition of PfHsp90-expressing yeast, primary screen, antimalarial PfHsp90 inhibitor project, S. cerevisiae, BacTiter-Glo luminescence, single point, set 2. inhibition, % at 9.4 µM. hit rate 0.32% among 310,000. BacTiter-Glo ATP, 48 h; yeast lacking PDR1 and PDR3 efflux regulators;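 active = every replicate shows inhibition above about 80%, whatever the replicate mean, limit read from the data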;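 note: 0% = DMSO neutral controls and 100% = 20 µM radicicol positive controls; yeast relying on Plasmodium falciparum Hsp90 in place of its own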
# phage Ecoli inh: growth loss of phage-infected E. coli, primary screen, RecBCD inhibitor project, absorbance, with phage, HTS; inhibition, % at 11.9 µM; hit rate 0.26% among 360,000; in the data active = inhibition above about 11%
# Tat transport: E. coli Tat export inhibitors, primary screen, MC4100, TorA-mCherry reporter, fluorescence, single point | inhibition, % at 10 µM | hit rate 0.036% among 340,000;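 active = mean replicate inhibition at least 50% and at least half of replicates individually reaching 50%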;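 note: exported cargo escapes ClpAP degradation while cytoplasmic cargo is degraded and loses fluorescence; 0% = median of neutral control wells and 100% = median of NaSCN control wells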
# PKA-R1A act: activators of PKA-R1A holoenzyme, primary screen, biochemical, fluorescence polarization, Cy5-IP20, bovine R1A, mouse PKAc; activation, % at 11.4 µM; AID 504707, 2011; cAMP-dependent protein kinase type I-alpha regulatory subunit (Bos taurus) + …; PKA-R1A dissociation; scaled: DMSO 0%, 113 µM cGMP 100%; hit rate 0.083% among 340,000;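 active = percent activation above the mean of all tested compounds plus 3 SD, cut at about 19% in these data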;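 note: higher means more PKAc released from R1A so a rise in polarization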
# Numbers without * were called inactive; / = no result given. No enrichment for hits; about 2.8% have a hit in one of these screens.
no.	structure	OPRM1-OPRD1 inv	E coli growth	MOR-DOR ag	Arr AP2 block	Mot1-301 SUMO	AddAB inh	Pemphigus Ab inh	PfHsp90 set2	phage Ecoli inh	Tat transport	PKA-R1A act
1	COc1ccc(N(C(=O)c2snc(C(N)=O)c2N)C(C(=O)NC2CCCC2)c2ccc3ncccc3c2)cc1 (stereo not drawn)	23	0.3	-4.4	-2	3	1.1	102	-15	2.7	13	-13
2	CCOC(=O)c1c(CN(CC)CC)n(C)c2cc(Br)c(O)cc12	16	-1.5	-3.1	48	-22	3.6	93	3	1.4	-4	-6
3	CCOC(=O)c1cnc2ccc(C)cc2c1Sc1ccccc1	-24	0.2	4.8	2	-13	1.8	106	/	2.1	1	5
4	COc1ccc(CCNC(=O)c2nnc(Cc3c(F)cccc3Cl)o2)cc1OC	13	-1.3	-2.4	3	-2	1.3	99	-10	0.3	2	-1
5	Cc1ccc(OCCCC(=O)NCc2ccco2)cc1	16	0.2	-2.9	-5	-5	1.8	104	-42	1.8	-3	6
6	CC(C)N(C(C)C)S(=O)(=O)c1ccc(NC(=O)c2cnccn2)cc1	13	0.9	-2.6	5	0	-0.2	113	-1	4.3	-1	1
7	COc1cccc(NC(=S)/C(=C(\[O-])c2ccc(OC(F)F)cc2)[n+]2ccccc2)c1	-7	3.1	1.4	7	/	-0.2	94	-7	1.7	-1	-11
8	O=C(Nc1cccc(Cl)c1N1CCOCC1)c1ccc2c(c1)OCCO2	-14	-0.8	2.7	7	-3	-1.6	92	-54	2.4	-2	3
9	COc1ccc(C)cc1Nc1n[n+](-c2ccccc2)c(-c2cc([N+](=O)[O-])cc(OC)c2O)s1	8	1.4	-1.4	0	-25	3.6	112	-4	/	6	-9
10	Cc1nc(Nc2ncc3c(n2)CC(C)(C)CC3=O)nc2ccccc12	13	/	-2.6	6	/	/	91	-15	0.3	-4	7
11	CC(C)(C)CN1C(N)=NC[C@H]1Cc1ccc(O)cc1	19	0.2	-4.0	-8	99	4.8	101	0	0.4	7	-9
12	O=C(COC(=O)Cc1cccc(F)c1)NCCc1ccccc1	7	-1.6	-1.9	33	0	-0.3	108	7	-0.8	-5	0
13	COC(=O)N1CCN(c2ccc(C(C)=O)cc2)CC1	16	0.2	-2.9	7	-2	3.1	/	14	2.8	0	9
14	O=C(CCn1c(=S)oc2ccccc21)N1CCCCC1	17	0.2	-3.7	1	1	2.0	110	-5	3.3	-3	-1
15	CNC(=O)c1[nH]cnc1C(=O)N[C@@H](CC(C)C)C(=O)OCc1ccccc1	-8	-2.5	1.4	0	-14	-2.4	106	0	3.0	7	0
16	O=C(Nc1cccc2c1CCCC2)C1CCCN(S(=O)(=O)c2cccc3nonc23)C1 (stereo not drawn)	3	-1.2	-0.7	-6	-11	3.7	101	-3	3.9	-6	1
17	COc1ccc(N2CCN(C(=O)C3CCN(S(=O)(=O)c4cccs4)CC3)CC2)cc1	16	0.0	-3.1	-3	17	-0.2	104	-58	3.5	4	1
18	COc1cc2c(cc1OC)CN(C(=O)CC1CC3CCC1C3)CC2 (stereo not drawn)	10	-1.5	-2.0	9	9	-2.1	126	-6	0.5	4	-10
19	Cn1c(N)c(NC(=S)NC2CCCCC2)c(=O)n(C)c1=O	12	/	-2.4	35	/	/	93	18	3.3	-5	-10
20	Cc1ccc(N2CCN(C(=O)CN3C(=O)c4ccccc4C3=O)CC2)cc1	8	-4.8	-1.4	21	1	-0.6	99	12	3.8	-5	-3
21	Cc1onc(-c2ccccc2)c1C(=O)Nc1sccc1C#N	1	0.9	-0.1	-1	-5	-0.8	95	-4	-0.8	-2	-3
22	Cc1cc(C)cc(N(C(=O)CNC(=O)c2ccco2)C(C(=O)NC2CCCC2)c2cccnc2)c1 (stereo not drawn)	25	-1.4	-4.3	26	-7	0.0	99	-12	3.0	2	-2
23	CC[n+]1c(C)sc2cc(C)ccc21	3	-3.9	-0.4	-4	40	5.5	109	-13	0.6	-6	9
24	CCN(c1ccc(F)cc1)S(=O)(=O)c1ccc2[nH]cc(C(=O)NCCCN3CCOCC3)c(=O)c2c1	4	-1.3	-0.8	1	0	-1.6	99	4	1.7	-2	-1
25	Cc1cccc(OCC(=O)OCC(=O)NCC2CCCO2)c1C (stereo not drawn)	14	-2.9	-3.5	-6	/	-0.2	107	21	0.9	14	1
26	O=C1Nc2c(c(=O)[nH]c(=O)n2-c2ccccc2F)C(C(F)(F)F)(C(F)(F)F)N1	0	-2.5	0.0	22	235	0.1	102	-2	3.2	2	8
27	Cn1c(N)c(C(=O)COC(=O)COc2ccc(Cl)cc2Cl)c(=O)n(C)c1=O	-13	-1.8	2.6	-14	1	-0.5	97	11	3.5	4	3
28	CC(C)(C)c1cc(NS(=O)(=O)c2ccc(Br)s2)no1	12	0.0	-3.5	-1	-3	-1.1	106	-28	1.0	-7	5
29	CC[C@]1(C(=O)OC)[C@H]2C(=O)N(C)C(=O)[C@H]2[C@H]2CN(C)C(=NC)N21	10	1.1	-2.1	27	/	1.4	94	5	-0.2	-7	-7
30	Cc1cccc(C(=O)OCC(=O)NCC2COc3ccccc3O2)c1 (stereo not drawn)	-3	-2.8	0.8	-17	15	1.6	109	-6	1.6	1	-14
31	COc1ccc(N2C(=O)CC(NNC(=O)c3ccc(Br)s3)C2=O)cc1 (stereo not drawn)	-2	-0.7	0.4	2	293	-2.2	85	-12	2.4	6	4
32	CC1CCCCN1CCCNc1c(C=O)c(=O)[nH]c2ccccc12 (stereo not drawn)	15	/	-3.2	-6	-15	/	106	1	0.2	-1	0
33	CCOC(=O)/C(C(N)=NC(C)C)=C(\O)c1ccccc1	-3	-1.6	0.7	15	-17	0.2	98	-1	2.0	-2	-9
34	Cc1ccc(-c2ccc([C@H]3[C@H]4C=CC[C@@H](C)[C@@H]4C(=O)N3Cc3ccccc3)c(F)c2)cc1	11	1.0	-2.0	-1	16	2.3	98	3	2.3	7	-11
35	Cc1ccccc1-c1nc(CN2CCC(C(=O)NCCN3CCOCC3)CC2)c(C)o1	-3	-1.4	0.6	-14	10	3.1	105	-1	2.1	-7	-2
36	Cc1ccc(C(=O)NCC(=O)OC(C)C(=O)Nc2ccc(N(C)C)cc2)cc1C (stereo not drawn)	-11	-2.0	2.0	8	3	1.7	105	0	3.6	2	2
37	CCOC(=O)C1(Cc2ccc(OC)cc2)CCN(C(=O)Cn2cnnn2)CC1	14	-0.1	-3.1	/	2	0.8	100	-23	-0.8	9	-6
38	COCC(C)n1c(SCc2ccc(C(=O)OC)o2)nc2ccccc2c1=O (stereo not drawn)	2	-2.1	-0.4	3	6	3.2	93	-19	0.8	-7	4
39	O=C(Nc1cc(Cl)ccc1-n1cncn1)c1cccc(S(=O)(=O)N2CCOCC2)c1	15	-2.9	-3.6	14	5	1.3	95	/	0.6	4	4
40	CON(c1nc(Cl)nc(N(C)C)n1)S(=O)(=O)c1ccc(C)cc1	14	-2.6	-3.0	1	-6	-1.5	109	-11	-0.2	-7	10
41	CCN1C(=O)[C@@H]2[C@@H](c3ccc(SC4CCCCC4)c(OC)c3)N3CCC[C@@]3(C(=O)OC)[C@@H]2C1=O	12	1.9	-2.2	16	5	4.0	118	0	1.6	8	-6
42	Nc1nc(Cl)cc(N2CCOCC2)n1	14	-2.0	-3.5	5	1	3.1	/	-7	2.6	6	1
43	COc1ccc([N+](=O)[O-])cc1NC(=O)Cc1ccc(C)cc1	5	-0.2	-1.1	-8	-11	0.3	106	10	0.1	2	3
44	C/C(=N\NC(=S)NCc1ccccc1)c1ccc(C#N)cc1	19	-1.5	-4.2	5	1	2.4	103	17	3.5	0	3
45	Cc1cccc(CC(=O)NC2CCCCCC2)c1	5	-0.3	-1.1	14	-4	3.9	109	7	0.0	-3	5
46	CCOc1ccc(CC(=O)NNC(=O)NC2CCCCC2)cc1	5	-0.2	-1.0	/	-32	-0.9	103	8	4.2	-3	-4
47	CCCCn1cnc2c(Sc3c([N+](=O)[O-])ncn3C)nc(N)nc21	2	/	-0.3	21	/	/	106	-3	1.6	6	-5
48	CCCN(CCC)C1=CC(=[N+]2CCCC2)CC(C)(C)C1	9	-2.5	-1.5	-18	12	-0.8	91	12	8.3	7	-3
49	Cn1c2ccccc2c2c(=O)oc3ccccc3c21	7	-1.1	-1.4	1	/	1.5	97	-43	-0.1	-4	-8
50	CCC(=O)c1cc(F)c(N2CCN(S(=O)(=O)c3ccccc3)CC2)cc1C	16	1.1	-2.8	16	-6	4.5	102	-14	0.4	3	-9

# Eight consecutive compounds from above, for reference:
no.	structure	OPRM1-OPRD1 inv	E coli growth	MOR-DOR ag	Arr AP2 block	Mot1-301 SUMO	AddAB inh	Pemphigus Ab inh	PfHsp90 set2	phage Ecoli inh	Tat transport	PKA-R1A act
26	O=C1Nc2c(c(=O)[nH]c(=O)n2-c2ccccc2F)C(C(F)(F)F)(C(F)(F)F)N1	0	-2.5	0.0	22	235	0.1	102	-2	3.2	2	8
27	Cn1c(N)c(C(=O)COC(=O)COc2ccc(Cl)cc2Cl)c(=O)n(C)c1=O	-13	-1.8	2.6	-14	1	-0.5	97	11	3.5	4	3
28	CC(C)(C)c1cc(NS(=O)(=O)c2ccc(Br)s2)no1	12	0.0	-3.5	-1	-3	-1.1	106	-28	1.0	-7	5
29	CC[C@]1(C(=O)OC)[C@H]2C(=O)N(C)C(=O)[C@H]2[C@H]2CN(C)C(=NC)N21	10	1.1	-2.1	27	/	1.4	94	5	-0.2	-7	-7
30	Cc1cccc(C(=O)OCC(=O)NCC2COc3ccccc3O2)c1 (stereo not drawn)	-3	-2.8	0.8	-17	15	1.6	109	-6	1.6	1	-14
31	COc1ccc(N2C(=O)CC(NNC(=O)c3ccc(Br)s3)C2=O)cc1 (stereo not drawn)	-2	-0.7	0.4	2	293	-2.2	85	-12	2.4	6	4
32	CC1CCCCN1CCCNc1c(C=O)c(=O)[nH]c2ccccc12 (stereo not drawn)	15	/	-3.2	-6	-15	/	106	1	0.2	-1	0
33	CCOC(=O)/C(C(N)=NC(C)C)=C(\O)c1ccccc1	-3	-1.6	0.7	15	-17	0.2	98	-1	2.0	-2	-9
